hcGAS inh – Primary biochemical luminescence assay for human cyclic GMP-AMP synthase inhibitors; Q8N884; recombinant h-cGAS, ATP depletion, Kinase-Glo luminescence; inhibition, % at 12.5 µM; 290,000 tested, 0.081% active; AID 1259398, 2018;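 further: 0% = vehicle reaction and 100% = reaction without DNA for no activity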
Target sequence (Q8N884 whole entry, looked up): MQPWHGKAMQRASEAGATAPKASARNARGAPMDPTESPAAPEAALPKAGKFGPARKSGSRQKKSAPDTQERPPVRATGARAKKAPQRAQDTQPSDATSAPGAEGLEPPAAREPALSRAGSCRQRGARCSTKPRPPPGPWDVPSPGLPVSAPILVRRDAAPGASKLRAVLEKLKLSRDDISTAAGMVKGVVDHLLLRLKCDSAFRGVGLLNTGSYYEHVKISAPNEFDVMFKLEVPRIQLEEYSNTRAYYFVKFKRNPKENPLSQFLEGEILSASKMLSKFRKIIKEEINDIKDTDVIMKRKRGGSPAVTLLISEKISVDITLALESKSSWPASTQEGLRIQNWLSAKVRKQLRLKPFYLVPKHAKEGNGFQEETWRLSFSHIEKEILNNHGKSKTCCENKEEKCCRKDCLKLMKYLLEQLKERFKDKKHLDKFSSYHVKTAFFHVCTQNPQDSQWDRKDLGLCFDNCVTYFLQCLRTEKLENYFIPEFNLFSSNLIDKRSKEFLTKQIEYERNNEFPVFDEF
NPYLR7 ag – agonists of mosquito NPYLR7 receptor, primary screen, cell-based, Aedes aegypti, calcium fluorescence, mosquito biting behavior; Aedes aegypti neuropeptide Y-like receptor 7 (NPYLR7); HEK293T NPYLR7/Galpha15, GCaMP6s calcium fluorescence; activation, % at 10 µM; 270,000 tested, 0.15% active; in the data active means activation above about 40%;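 further: 0% = vehicle and 100% = reference agonist at the receptor; some compounds past the cut are filed as inactive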
mcGAS inh – cyclic GMP-AMP synthase inhibitors, mouse, primary biochemical chemiluminescence; Q8C6L5; 160,000 tested, 0.15% active; recombinant cGAS, Kinase-Glo ATP depletion luminescence; inhibition, % at 12.5 µM;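 further: 0% = negative control wells and 100% = reference inhibitor with no enzyme activity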
An asterisk follows results filed as active; & = joins results of further samples. Unless noted, no stated cut-off is given here; in the data, active means inhibition above about 40%; inactive means the rest.

Screening CC(C)N(CC1COc2ccccc2O1)C(=O)c1cc(C2CC2)[nH]n1 (stereo not given) returned hcGAS inh -8, NPYLR7 ag -7 and mcGAS inh -16.
`O=C(c1ccc(Cl)cc1Cl)N1CCN(c2cc(Oc3ccc(F)c(Cl)c3)ncn2)CC1` gave hcGAS inh -1, NPYLR7 ag 0 and mcGAS inh -2.
For CC(c1ccc(-c2nnnn2-c2ccccc2)cc1)N1CCOCC1 (stereo not given) the results were hcGAS inh -9 and mcGAS inh -9.
For Cc1ncc(CN2CCCC2c2nc(-c3ccccc3)no2)[nH]1 (stereo not given) the results were hcGAS inh 0, NPYLR7 ag 0 and mcGAS inh -11.
Cc1ccc(C2(O)CCN(C(=O)c3cc4sccc4[nH]3)CC2)nc1 was read as hcGAS inh -4, NPYLR7 ag -3 and mcGAS inh -15.
Screening COc1ccc(NC(=O)C2CC2c2ccc(F)cc2)cc1NS(C)(=O)=O (stereo not given) returned hcGAS inh -6, NPYLR7 ag 5 and mcGAS inh -11.
CC1NC(=S)N(CCCc2[nH]nc(N)c2C#N)C1=O (stereo not given) was read as hcGAS inh -1 and NPYLR7 ag 8.
For COc1cccc(CN2CCN(Cc3nc(-c4ccc(SC)cc4)oc3C)CC2=O)c1 the results were hcGAS inh 4 and NPYLR7 ag 1.
CCCS(=O)(=O)N1CCC2(CCCCO2)CC1 was read as hcGAS inh -7 and mcGAS inh -5.
Cc1cccc(OC(C)C(=O)Nc2nc(C(C)C)cs2)c1 (stereo not given) was read as hcGAS inh -11, NPYLR7 ag 7 and mcGAS inh -6.
Screening Cc1cc(F)ccc1S(=O)(=O)N1CCCOC1CNC(=O)C(=O)NCCCc1ccccc1 (stereo not given) returned hcGAS inh -3 and NPYLR7 ag -1.
For CCCCN(Cn1nc(-c2cccc(OC)c2)n(C)c1=S)C1CCS(=O)(=O)C1 (stereo not given) the results were hcGAS inh -2 and NPYLR7 ag -1.
Screening CC12CCC(c3c(C(=O)O)nn(-c4ccc(F)cc4)c31)C2(C)C (stereo not given) returned hcGAS inh -5 and NPYLR7 ag 1.
For COc1ccc(C(=O)N2CCC2(C)C(=O)O)cc1OC (stereo not given) the results were hcGAS inh -6 and NPYLR7 ag 0.
`O=C(NCCc1ccccc1)N1CCn2cccc2C1c1ccc(Cl)cc1` (stereo not given) gave hcGAS inh -5 and NPYLR7 ag 8.
Screening Cn1ncc(C(=O)N2CCN(C(c3ccccc3)c3ccc(F)cc3)CC2)c1Cl (stereo not given) returned hcGAS inh -3, NPYLR7 ag 3 and mcGAS inh -4.
Cc1csc(=O)n1CC(=O)OCC(=O)c1ccc(Cl)s1 was read as hcGAS inh -2, NPYLR7 ag 1 and mcGAS inh -5.
For Nc1n[nH]c(N)c1Cc1cccc(Br)c1 the results were hcGAS inh -4 and NPYLR7 ag 5.
Screening O=C(C1COC2(CCCCC2)N1C(=O)c1ccccc1F)N1CCOCC1 (stereo not given) returned hcGAS inh -3, NPYLR7 ag 1 and mcGAS inh -5.
`CCCNc1nc(SCCC)nc2c1cnn2CCNC(=O)c1ccco1` gave hcGAS inh 2, NPYLR7 ag -2 and mcGAS inh -8.

The last 2 records of the section before are carried over, then new ones follow:
Screening O=C(C1COC2(CCCCC2)N1C(=O)c1ccccc1F)N1CCOCC1 (stereo not given) returned hcGAS inh -3, NPYLR7 ag 1 and mcGAS inh -5.
`CCCNc1nc(SCCC)nc2c1cnn2CCNC(=O)c1ccco1` gave hcGAS inh 2, NPYLR7 ag -2 and mcGAS inh -8.
COc1ccc(C(=O)N(CC(=O)N(CCc2ccc(OC)c(OC)c2)Cc2cccs2)CC(C)C)c(OC)c1 was read as hcGAS inh -8, NPYLR7 ag 5 and mcGAS inh -5.
CN(Cc1nc2ccc(F)cc2[nH]1)c1cc(NC2CC2)nc(N)n1 was read as hcGAS inh 3 and mcGAS inh 2.
`CN(C)C(CNC(=O)c1ccc(C(F)(F)F)cc1)c1c(F)cccc1Cl` (stereo not given) gave hcGAS inh -2 and NPYLR7 ag 7.
Screening Cc1cccc(Nc2nc3nonc3nc2N/N=C\c2cn(Cc3ccc(Cl)cc3Cl)c3ccccc23)c1C returned hcGAS inh -5, NPYLR7 ag 16 and mcGAS inh -7.
Screening O=C(Oc1cccc2cccnc12)c1ccc(S(=O)(=O)c2ccc(Cl)cc2)cc1 returned hcGAS inh -7, NPYLR7 ag -6 and mcGAS inh -5.
`COC(=O)c1cc(OC)c(OC)cc1NC(=O)CCc1ccsc1` gave hcGAS inh 5 and NPYLR7 ag -4.
For OC1CNC(c2ccc(C(F)(F)F)cc2)C1 (stereo not given) the results were hcGAS inh -1, NPYLR7 ag 7 and mcGAS inh -2.
For COc1ccc(C(=O)N(CCN2CCOCC2)CC(=O)N(Cc2ccccc2)Cc2ccc(C)o2)c(OC)c1 the results were hcGAS inh 0, NPYLR7 ag 4 and mcGAS inh 1.
Screening CC1CCN(C(=O)CCNC2CCSC2)CC1 (stereo not given) returned hcGAS inh -1 and NPYLR7 ag -5.
CCCCCc1ccc(C(=O)CSc2nnc(NC(=O)COC)s2)cc1 was read as hcGAS inh -5, NPYLR7 ag 1 and mcGAS inh -6.
For CC1(C(=O)N2CCN(C(=O)c3ccco3)CC2)CCN1Cc1ccccc1Cl (stereo not given) the results were hcGAS inh -10 and NPYLR7 ag 6.
For O=C(O)C1CCCN1S(=O)(=O)c1ccc(Br)s1 (stereo not given) the results were hcGAS inh -3 and NPYLR7 ag 15.
Screening Cc1ccc(S(=O)(=O)N2CCC(C(NC(=O)c3ccccc3C)C(=O)NC(C)C(C)C)CC2)cc1 (stereo not given) returned hcGAS inh -1, NPYLR7 ag 1 and mcGAS inh 0.
For COc1cccc(-c2ccccc2NC(=O)C2CCN(Cc3cccc4c3OCO4)CC2)c1 the results were hcGAS inh 1&6 and NPYLR7 ag -8.
Screening CSc1ccccc1NC(=O)Cc1csc(NC(=O)c2ccc[nH]c2=O)n1 returned hcGAS inh -5, NPYLR7 ag 7 and mcGAS inh -9.
Cn1cc(S(=O)(=O)NC2CCCC2)c(=O)n(C)c1=O was read as hcGAS inh -6, NPYLR7 ag -2 and mcGAS inh -7.
`O=C(c1nc2sccn2c1CN1CCc2ccccc2C1)N1CCCCC1` gave hcGAS inh -6 and NPYLR7 ag 2.
For Cc1ccc(C)c(S(=O)(=O)N2CCN(C(=O)NCCCc3ccccc3)CC2)c1 the results were hcGAS inh -11, NPYLR7 ag 18 and mcGAS inh -8.
CCCn1c(-c2cc(OC)c(OC)c(OC)c2)nc2c(c(=O)c3ccccc3n2C)c1=O was read as hcGAS inh -4 and NPYLR7 ag 0.
Screening COCCN(Cc1nccs1)Cc1cc2ccccc2[nH]c1=O returned hcGAS inh -8 and NPYLR7 ag 8.
`COc1ccc(CCN2CCN(C(=O)c3cnn(C(C)(C)C)c3)CC2)cc1` gave hcGAS inh -5 and NPYLR7 ag 11.
For Cc1cnc(C)c(-c2cc(O)c3c(c2)CN(CCC2CCCN2C)CCO3)n1 (stereo not given) the results were hcGAS inh -3, NPYLR7 ag 5 and mcGAS inh -18.
For COCCn1c(C)cc(C(=O)COC(=O)c2[nH]c(C)c(C(C)=O)c2C)c1C the results were hcGAS inh -5 and NPYLR7 ag 0.
`Cc1oc(-c2ccccc2Cl)cc1-c1nn2c(-c3ccco3)nnc2s1` gave hcGAS inh 1, NPYLR7 ag -4 and mcGAS inh 0.
`COc1ccc(CCN(C)c2cc(-c3ccccc3)nc(SCc3cccc(C(=O)NCC4CCCO4)c3)n2)cc1OC` (stereo not given) gave hcGAS inh -3, NPYLR7 ag 4 and mcGAS inh -5.
For CCc1[nH]nc(S(=O)(=O)N2CCN(c3cc(Cl)ccc3C)CC2)c1C(=O)OC the results were hcGAS inh -4, NPYLR7 ag -2 and mcGAS inh -5.
`CCCN(CC(C)(C)O)c1cc(CC)nc(-c2ccncc2)n1` gave hcGAS inh -10, NPYLR7 ag 7 and mcGAS inh -16.
For O=C(Cc1ccccc1)Nc1nnc(SCC(=O)Nc2cc(C(F)(F)F)ccc2Cl)s1 the results were hcGAS inh 0 and NPYLR7 ag -4.
For O=C(c1ccccc1Oc1ccccc1)N1CC(c2cccnc2)C1 the results were hcGAS inh -4 and NPYLR7 ag 3.
`Cc1ccc(Nc2nc(C)cc(C)c2C#N)c(C)c1` gave hcGAS inh -5, NPYLR7 ag 0 and mcGAS inh -7.
`O=c1[nH]c(=O)c2cnc3sc4c(c3c2[nH]1)CCCCC4` gave hcGAS inh -6 and NPYLR7 ag 11.
`CCn1cnc(S(=O)(=O)N(C)c2ccc(Br)cn2)c1` gave hcGAS inh -6 and NPYLR7 ag -2.
Screening Cc1ccccc1NCC(=O)NC1CCCCCC1 returned hcGAS inh -7 and NPYLR7 ag 0.
For CC(c1ccc(F)cc1)N(C)Cc1nc2sccn2c1Br (stereo not given) the results were hcGAS inh -6 and NPYLR7 ag 6.
COc1ccccc1N1CCN(C(=O)[C@H]2O[C@H](CCN(C)CCN(C)C)CC[C@@H]2O)CC1 was read as hcGAS inh -8, NPYLR7 ag -6 and mcGAS inh -7.
`C=CCn1c(=NC(=O)c2ccccc2SC)sc2cc(S(C)(=O)=O)ccc21` gave hcGAS inh -9 and NPYLR7 ag 4.
`CCNC(=O)[C@@H]1C[C@H](N)CN1Cc1cnn(C)c1C1CC1` gave hcGAS inh -21 and mcGAS inh -7.
`O=C(Cn1nnnc1CN1CCCC1)N1CCN(C2CCCC2)C(=O)C1` gave hcGAS inh -8 and NPYLR7 ag 0.
For CC(C)NC(=O)c1ccnc(N2CCN(Cc3ccn(C(C)C)c3)CC2)c1 the results were hcGAS inh -1 and NPYLR7 ag 7.
`Cc1cc(C)cc(-n2nc3c(c2NC(=O)c2ccccc2C)CSC3)c1` gave hcGAS inh 5 and NPYLR7 ag 0.
CC(NC(=O)CN(C)C1CCCc2ccccc21)c1ccc2c(c1)OCO2 (stereo not given) was read as hcGAS inh 4, NPYLR7 ag 0 and mcGAS inh 0.
`Cc1ccc(NC2CCCN(C(=O)c3cc(-c4cccn4C)n[nH]3)C2)cc1C` (stereo not given) gave hcGAS inh -7 and NPYLR7 ag 4.
For O=C(CSc1nc(=O)n(CCN2CCOCC2)c2c1CCC2)Nc1nc2ccccc2s1 the results were hcGAS inh 0, NPYLR7 ag 0 and mcGAS inh -5.
`COC(=O)C1=C(C)NC(=O)C1(Nc1nc(C)cc(C)n1)C(F)(F)F` (stereo not given) gave hcGAS inh 0 and NPYLR7 ag -5.
Screening Cc1cc(C)n(Cc2ccc(C(=O)N(C)C(C)c3ccon3)cc2)n1 (stereo not given) returned hcGAS inh -5 and mcGAS inh -8.
For COc1ccc(-c2cc(C(F)(F)F)n3nc(C(=O)Nc4cc(OC)cc([N+](=O)[O-])c4)cc3n2)cc1 the results were hcGAS inh -2, NPYLR7 ag -13 and mcGAS inh -3.
For CN(CC(=O)NNC(=O)c1ccc(Cl)cc1)S(=O)(=O)c1cccs1 the results were hcGAS inh -4 and NPYLR7 ag 2.
COC(=O)Cc1ccccc1NC(=O)C1CCCC1 was read as hcGAS inh -3, NPYLR7 ag 5 and mcGAS inh -11.
COc1ccc(C2c3cccn3-c3ccccc3N2C(=O)CN(C(=O)COc2ccccc2)C2CC2)cc1 (stereo not given) was read as hcGAS inh -12, NPYLR7 ag 1 and mcGAS inh -5.
For CC(C)NC(=O)CN1CCN(C(=O)c2cn(C(C)C)cc3c(=O)n(-c4ccccc4)nc2-3)CC1 the results were hcGAS inh -5, NPYLR7 ag -5 and mcGAS inh -8.

Compounds listed so far that contain a Cl atom (12):
`O=C(c1ccc(Cl)cc1Cl)N1CCN(c2cc(Oc3ccc(F)c(Cl)c3)ncn2)CC1` gave hcGAS inh -1, NPYLR7 ag 0 and mcGAS inh -2.
`O=C(NCCc1ccccc1)N1CCn2cccc2C1c1ccc(Cl)cc1` (stereo not given) gave hcGAS inh -5 and NPYLR7 ag 8.
Screening Cn1ncc(C(=O)N2CCN(C(c3ccccc3)c3ccc(F)cc3)CC2)c1Cl (stereo not given) returned hcGAS inh -3, NPYLR7 ag 3 and mcGAS inh -4.
Cc1csc(=O)n1CC(=O)OCC(=O)c1ccc(Cl)s1 was read as hcGAS inh -2, NPYLR7 ag 1 and mcGAS inh -5.
`CN(C)C(CNC(=O)c1ccc(C(F)(F)F)cc1)c1c(F)cccc1Cl` (stereo not given) gave hcGAS inh -2 and NPYLR7 ag 7.
Screening Cc1cccc(Nc2nc3nonc3nc2N/N=C\c2cn(Cc3ccc(Cl)cc3Cl)c3ccccc23)c1C returned hcGAS inh -5, NPYLR7 ag 16 and mcGAS inh -7.
Screening O=C(Oc1cccc2cccnc12)c1ccc(S(=O)(=O)c2ccc(Cl)cc2)cc1 returned hcGAS inh -7, NPYLR7 ag -6 and mcGAS inh -5.
For CC1(C(=O)N2CCN(C(=O)c3ccco3)CC2)CCN1Cc1ccccc1Cl (stereo not given) the results were hcGAS inh -10 and NPYLR7 ag 6.
`Cc1oc(-c2ccccc2Cl)cc1-c1nn2c(-c3ccco3)nnc2s1` gave hcGAS inh 1, NPYLR7 ag -4 and mcGAS inh 0.
For CCc1[nH]nc(S(=O)(=O)N2CCN(c3cc(Cl)ccc3C)CC2)c1C(=O)OC the results were hcGAS inh -4, NPYLR7 ag -2 and mcGAS inh -5.
For O=C(Cc1ccccc1)Nc1nnc(SCC(=O)Nc2cc(C(F)(F)F)ccc2Cl)s1 the results were hcGAS inh 0 and NPYLR7 ag -4.
For CN(CC(=O)NNC(=O)c1ccc(Cl)cc1)S(=O)(=O)c1cccs1 the results were hcGAS inh -4 and NPYLR7 ag 2.
